Screening results: PubChem BioAssay, several laboratories
CHRM4 PAM = CHRM4 positive allosteric modulation | CHO-K1 hM4/Gqi5, Fluo-8 calcium fluorescence, ACh EC20; 0% = ACh EC20, 100% = maximal ACh | hit rate 0.4% among 360,000 | activation, % at 3 µM;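 active means activation above its plate's cutoff, the mean activation of sample wells plus 3 SD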; further: some results filed as inactive read as strong as hits
CRFBP-R2 block = CRF-BP/CRF-R2 complex antagonism | HEK293 CRF-R2/CRF-BP, CRF-induced calcium fluorescence | hit rate 0.59% among 350,000 | AID 588475 | inhibition, % at 11.8 µM;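 active means inhibition of the ligand-induced calcium signal above about 50% at the single tested concentration, limit read from the data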
IDE cell inh = cellular human IDE inhibition. P14735. HEK cells, FAbetaB cleavage, fluorescence polarization. inhibition, % at 5.59 µM. hit rate 0.41% among 320,000. AID 434962;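 active means percent inhibition above the average of all tested compounds plus 3 SD, set per screening campaign, cut at about 16% in these data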;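 further: IDE supplied by intact live HEK cells; FP after avidin binding of uncleaved biotin substrate so inhibition keeps polarization high; 0% = DMSO wells and 100% = 60 µM reference IDE inhibitor Ii1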
Target sequence (P14735 whole entry, looked up): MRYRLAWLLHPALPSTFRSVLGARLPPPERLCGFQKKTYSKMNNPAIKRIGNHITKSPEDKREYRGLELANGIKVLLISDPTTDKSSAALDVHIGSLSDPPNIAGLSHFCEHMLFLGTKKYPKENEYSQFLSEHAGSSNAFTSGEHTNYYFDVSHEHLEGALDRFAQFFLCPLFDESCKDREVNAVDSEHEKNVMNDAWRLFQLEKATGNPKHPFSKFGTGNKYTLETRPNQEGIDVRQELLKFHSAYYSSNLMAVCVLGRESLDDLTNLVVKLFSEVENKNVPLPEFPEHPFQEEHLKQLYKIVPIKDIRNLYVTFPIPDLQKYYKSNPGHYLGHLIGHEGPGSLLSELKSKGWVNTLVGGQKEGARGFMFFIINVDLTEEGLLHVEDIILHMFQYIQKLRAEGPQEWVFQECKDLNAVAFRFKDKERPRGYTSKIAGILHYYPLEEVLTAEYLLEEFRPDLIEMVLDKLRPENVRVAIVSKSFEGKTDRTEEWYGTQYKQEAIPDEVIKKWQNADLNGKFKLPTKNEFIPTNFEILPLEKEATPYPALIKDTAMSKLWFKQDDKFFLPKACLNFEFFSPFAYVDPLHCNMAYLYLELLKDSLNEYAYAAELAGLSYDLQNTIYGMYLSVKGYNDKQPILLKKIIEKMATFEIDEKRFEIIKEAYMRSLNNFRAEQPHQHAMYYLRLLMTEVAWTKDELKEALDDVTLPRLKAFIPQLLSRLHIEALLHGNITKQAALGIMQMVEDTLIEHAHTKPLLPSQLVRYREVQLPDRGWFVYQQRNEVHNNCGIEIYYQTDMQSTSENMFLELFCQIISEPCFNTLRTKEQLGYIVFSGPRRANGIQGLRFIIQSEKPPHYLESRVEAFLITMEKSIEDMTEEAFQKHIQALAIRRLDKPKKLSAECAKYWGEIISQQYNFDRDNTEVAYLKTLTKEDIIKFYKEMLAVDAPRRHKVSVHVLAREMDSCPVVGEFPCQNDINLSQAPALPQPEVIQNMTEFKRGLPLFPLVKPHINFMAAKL
GalR3 antag = antagonists of human GalR3. HEK293 GalR3-CNG cAMP membrane potential fluorescence; galR3 body fused to GalR1 C-terminus. inhibition, % at 3 µM. hit rate 0.44% among 360,000. AID 651719;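 active means inhibition above the screen-wide average plus 3 SD, cut at about 13% in these data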;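 further: forskolin and galanin both at EC90 stimulate the cells; cAMP rise reported by CNG channel membrane potential dye signal; 0% = forskolin plus galanin with DMSO and 100% = forskolin alone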
PHOSPHO1 inh = blocks human PHOSPHO1 phosphatase activity. hit rate 1.1% among 290,000. recombinant PHOSPHO1, absorbance phosphatase assay. inhibition, % at 13.3 µM; in the data active means inhibition above about 60%
pCIP destab = p/CIP protein destabilization. F442A p/CIP-EGFP cells, EGFP fluorescence, 16 h. decrease of EGFP signal, % at 10 µM. hit rate 0.01% among 290,000. Q05BA5;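 active means EGFP signal decrease of at least 30% at 10 µM or well 3 SD below plate mean, unless failing retest; inactive means the rest, including hits failing retest or dose response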; further: some compounds called inactive have numbers as strong as hits; many of its hits are not listed in these tables
CRFBP-R2 agonist = CRF-BP/CRF-R2 complex agonism | AID 588473 | activation, % at 13.2 µM | hit rate 0.46% among 350,000 | HEK293 CRF-R2/CRF-BP, calcium dye fluorescence (FLIPR); percent of saturating CRF peptide response;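 active means activation of at least 50%, plus an integration ratio under a set limit after plate pattern correction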;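 further: plate controls were neutral control wells without compound for no effect and CRF at EC100 for full effect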
IDE cell activ = boosts human insulin-degrading enzyme activity in HEK cells | FAbeta-B cleavage, fluorescence polarization; 0% vehicle, 100% cell-free pure enzyme wells | activation, % at 5.96 µM | hit rate 0.073% among 340,000 | AID 493087;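 active means activation above the mean of all tested compounds plus 3 SD, set per screening campaign, cut at about 17% in these data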
MEKK3 PB1 HTS = raises or lowers MEK5 binding to the human MEKK3 PB1 domain. Q99759. bead-based flow cytometry, Alexa488-MEK5 binding to MEKK3; actives lie on both sides; 0 = blocked by unlabeled MEK5, 100 = vehicle. binding response (% of control), % at 10 µM. hit rate 1.4% among 290,000. AID 1529;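 active means binding response more than 3 SD above or below the average of its plate-row segment, actives on both sides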;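 further: Alexa488 bead fluorescence after subtracting the streptavidin-only scavenger bead signal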
* marks the source's active call; other numbers are inactive results; . = not tested or not shown; & = joins results of further samples.

SMILES	CHRM4 PAM	CRFBP-R2 block	IDE cell inh	GalR3 antag	PHOSPHO1 inh	pCIP destab	CRFBP-R2 agonist	IDE cell activ	MEKK3 PB1 HTS
CCCCn1c(SCC(=O)Nc2cc(C)on2)nnc1-c1ccncc1	-6	18	3	-2	28	-3	-0.2	-1	102
Cc1cccc2cc(-c3nc4c(C)cccn4c3NCc3ccco3)c(=O)[nH]c12	-8	5	10	-3	14	-7	0.4	1	103
CCOC(=O)N1CCN(Cc2nnc(-c3ccccc3C)o2)CC1	0	9	5	-9	.	1	2.7	4	101
COc1cccc(OC)c1C(=O)Nc1ccc2c(c1)n(C)c(=O)n2C	-3	4	4	-10	.	1	-0.2	0	109
O=C(c1ccc2ccccc2c1O)N1CCCCC1	-2	7	.	-5	.	.	-0.5	.	.
CC1CCCCN1CC(=O)Nc1cc(S(=O)(=O)N2CCOCC2)ccc1N1CCCC1 (stereo unspecified)	0	-6	-3	0	28	0	-1.2	2	96
Cc1cc(C)nc(/N=C(\N)C2=C(O)CC(C)(C)CC2=O)n1	-1	-11	-2	2	-8	-5	0.9	4	99
CC(=O)Nc1ccc(NC(=O)CSc2nc(=O)n3cccc(C)c3n2)cc1	-3	11	-4	-4	.	.	-1.7	6	.
c1ccc(OCc2nnc3sc(-c4cccs4)nn23)cc1	-6	-5	5	-1	61*	4	-4.9	0	105
C/C(=N\OC(=O)NC(C)C)c1sc(-c2ccc(Cl)cc2)nc1C	14	-2	4	-1	32	-10	-1.0	-7	112
CCCc1cc(N2CCN(C(=O)c3ccco3)CC2)n2c(nc3ccccc32)c1C#N	-13	0	4	-4	24	-3	0.1	-6	104
CCOc1ccc(NC(=O)CCC(=O)NNC(=O)COc2ccccc2C)cc1	-7	1	-1	-3	41	-14	-7.4	.	101
CCN(C(=O)COC(=O)c1ccc(C=O)cc1)c1c(N)n(Cc2ccccc2)c(=O)[nH]c1=O	12	10	-3	-1	.	.	-0.1	2	.
COCCN(CCOC)S(=O)(=O)c1ccc(C(=O)Nc2c(C)n(C)n(-c3ccccc3)c2=O)cc1	7	20	5	5	20	-5	-1.4	2	104
COCCOC(=O)C1=C(C)Nc2ncnn2C1c1ccccc1 (stereo unspecified)	9	1	1	-3	-2	2	0.1	4	98
CCOCCCNC(=O)CCc1ccc(-n2cnc3cccnc32)cc1	1	6	.	-12	46	-17	-0.4	0	110
Cc1[nH]c(=O)[nH]c(=O)c1S(=O)(=O)Nc1ccc(F)c(Cl)c1	1	-4	.	0	38	-5	-1.7	-2	108
CCCN1CCN(CC(=O)Nc2cc(OCC)ccc2OCC)CC1	-2	-8	4	-6	15	5	0.1	-1	102
Cc1ccc(N(Cc2cc3cccc(C)c3[nH]c2=O)S(=O)(=O)c2ccccc2)c(C)c1	-5	-10	-3	.	6	-3	2.3	5	102
COc1cccc(C(=O)Nc2ccc3c(cc2=O)[C@@H](NC(C)=O)CCc2cc(OC)c(OC)c(OC)c2-3)c1	9	19	-4	.	33	1	2.4	3	105
COCC(=O)NCCc1nc(-c2ccccc2)cs1	-3	16	5	0	23	7	-0.4	-4	99
CC(C)Oc1ccc(C(CC(=O)NCCCN(C)C)c2ccc(F)cc2)cc1 (stereo unspecified)	-4	-9	9	-7	-2	-8	1.9	2	126
COc1cc([N+](=O)[O-])ccc1NC(=O)CSc1nc2ccccc2n1-c1ccccc1	.	.	1	-3	-3	-4	.	.	100
Cc1cc(NC(=O)CSC2=NS(=O)(=O)c3cc(F)ccc3N2)no1	-2	9	8	-3	.	.	0.3	3	.
O=[N+]([O-])c1cccc(S(=O)(=O)Nc2ccccn2)c1	7	3	.	-7	.	.	1.1	.	.
COc1cc(OC)cc(-c2nc3ccccc3c(=O)n2OC(=O)c2ccc(Br)cc2)c1	2	-2	-3	-4	-7	-12	-1.8	5	103
COCCCn1c(SCC(=O)N2CCOCC2)nc2ccccc2c1=O	-3	14	0	-8	-4	4	-2.0	-4	101
O=C(NC1CCCc2ccccc21)C1CCN(S(=O)(=O)c2cnc[nH]2)CC1 (stereo unspecified)	6	-8	-3	-4	45	-11	-0.3	-7	98
O=C(O)/C=C1\CCCc2ccccc2C1O (stereo unspecified)	0	1	3	-4&1	.	.	1.1	4	.
CC(C)n1c(C(F)(F)F)nc2cc(C(=O)N3CCCCC3)ccc21	-2	-6	-4	-6	28	0	-1.1	4	95
COc1ccc(C2(CNC(=O)c3cccs3)CCOCC2)cc1	5	14	3	-5	42	-4	5.5	1	101
CC(C)CCNC(=O)c1cccc(C(=O)NCCC(C)C)c1	5	-9	-1	-4	3	-15	-1.1	2	107
Cc1nc2ccc(NC(=O)c3cccc(S(=O)(=O)N4CC(C)OC(C)C4)c3)cc2s1 (stereo unspecified)	5	-7	-3	0	-4	-22	2.4	7	96
C(=N\N1CCN(c2ccccn2)CC1)/c1ccco1	-5	27	-4	-2	37	0	0.0	-2	107
CC1(C)CC(=O)C(C(c2ccncc2)C2C(=O)CC(C)(C)CC2=O)C(=O)C1	6	7	-1	-1	14	14	3.0	-4	102
NC(=O)CC(NC(=O)c1ccc(Br)cc1)c1ccc(NC2CCCCC2)c([N+](=O)[O-])c1 (stereo unspecified)	5	4	3	-3	-6	-3	-1.8	-4	102
Cc1ccc(C)c(C(=O)n2cnnc2N)c1	-5	-10	7	7	-5	0	0.7	2	101
Cc1c(NS(=O)(=O)c2cccc(C(=O)NCc3ccccc3)c2)c(=O)n(-c2ccccc2)n1C	1	16	1	10	-2	11	2.3	0	.
C=CCc1ccc(OCC(O)CN2CCN(c3ccccc3OC)CC2)c(OC)c1 (stereo unspecified)	-8	-12	3	-11	11	-8	0.4	1	106
CCNC(=S)N(Cc1ccc2c(c1)OCO2)C1CC(=O)N(c2ccc(OC)cc2)C1=O (stereo unspecified)	5	-20	4	-4	-6	-8	-3.4	6	103
CCN(CC(=O)Nc1cccc(OC)c1)C(=O)C1CC(=O)N(Cc2ccccc2Cl)C1 (stereo unspecified)	2	7	.	-6	.	.	0.1	.	.
CCOc1ccc(NC(=O)CCN2C(=O)C3CCCCC3C2=O)cc1OCC (stereo unspecified)	1	1	9	-5	.	.	1.1	4	.
O=C(Nc1sc2c(c1C(=O)O)CCCC2)c1cccs1	19	21	0	-5	23	-10	-2.4	5	97
O=C(NNC(=O)c1ccccc1OCc1ccc(F)cc1)c1ccncc1	8	30	-3	-3	.	.	-1.4	1	.
CCCCCc1ccc(S(=O)(=O)Nc2cc(C)ccn2)cc1	-10	-7	5	-3	29	-5	1.8	3	99
Fc1ccc(-c2nnc(CN3CCC(c4nc5ccccc5s4)CC3)o2)cc1	8	13	.	-2	-14	-12	-0.1	-4	94
C(=N\N=C\c1ccncc1)/c1ccncc1	2	-1	6	-4	.	.	-0.9	4	.
Cc1[nH]c(=O)[nH]c(=O)c1S(=O)(=O)Nc1ccc(F)c([N+](=O)[O-])c1	-4	3	.	-6	5	-9	1.3	2	106

Exported as a markdown table: entries from further up.
| SMILES | CHRM4 PAM | CRFBP-R2 block | IDE cell inh | GalR3 antag | PHOSPHO1 inh | pCIP destab | CRFBP-R2 agonist | IDE cell activ | MEKK3 PB1 HTS |
| --- | --- | --- | --- | --- | --- | --- | --- | --- | --- |
| CCNC(=S)N(Cc1ccc2c(c1)OCO2)C1CC(=O)N(c2ccc(OC)cc2)C1=O (stereo unspecified) | 5 | -20 | 4 | -4 | -6 | -8 | -3.4 | 6 | 103 |
| CCN(CC(=O)Nc1cccc(OC)c1)C(=O)C1CC(=O)N(Cc2ccccc2Cl)C1 (stereo unspecified) | 2 | 7 | . | -6 | . | . | 0.1 | . | . |
| CCOc1ccc(NC(=O)CCN2C(=O)C3CCCCC3C2=O)cc1OCC (stereo unspecified) | 1 | 1 | 9 | -5 | . | . | 1.1 | 4 | . |
| O=C(Nc1sc2c(c1C(=O)O)CCCC2)c1cccs1 | 19 | 21 | 0 | -5 | 23 | -10 | -2.4 | 5 | 97 |

More entries.
SMILES	CHRM4 PAM	CRFBP-R2 block	IDE cell inh	GalR3 antag	PHOSPHO1 inh	pCIP destab	CRFBP-R2 agonist	IDE cell activ	MEKK3 PB1 HTS
COc1ccc(C(=O)Nc2nc3c(s2)CCCC3)cc1S(=O)(=O)N1CCCc2ccccc21	-15	-3	-4	-4	-5	5	-1.1	-4	99
CC(=O)N(c1ccccc1)c1nc(C)cc(C)c1C#N	1	-1	3	-3	2	0	1.2	-2	107
COc1cc(OC)cc(C(=O)Nc2cc(NC(=O)c3ccco3)ccc2OC)c1	7	0	2	-1	18	-25	-1.8	1	96
O=C(O)c1ccc(N/C(=N\S(=O)(=O)c2ccc(Cl)cc2)c2ccccc2)cc1	16	-2	-1	-5	-5	-6	0.9	9	94
CC1CCCC(C)N1C(=O)CSc1nc2ccccc2c(=O)[nH]1 (stereo unspecified)	11	-2	-7	0	20	-2	1.3	2	84
Cc1sc(-c2c(C#N)c(N)nc3c2CCCCCC3)cc1[N+](=O)[O-]	-2	2	-2	7	.	.	-0.8	11	.
O=C(c1ccoc1)N1CCCC(N2CCN(c3ccc(F)cc3)CC2)C1 (stereo unspecified)	7	6	0	-4	.	7	-0.5	4	108
CC1CCCN(c2ccc(C(=O)NCCc3ccccc3)cn2)C1 (stereo unspecified)	3	21	1	-9	0	-5	-0.5	3	96
COc1ccc(C2NC(=S)NC(C)=C2C(=O)c2ccccc2)cc1OC (stereo unspecified)	-10	14	-1	-1	2	-9	-1.6	-1	99
COc1ccc(N2CCN(CC(=O)Nc3ccc(C)cc3Br)CC2)cc1	-3	-1	.	-8	.	.	-2.5	-3	.
O=C(Nc1ccccc1)Nc1nnc(/C=C/c2ccccc2Cl)s1	5	-39	-1	-4	-11	-4	0.9	2	91
CCc1ccc2nc(N(CCN(C)C)C(=O)c3ccc4ncsc4c3)sc2c1	-8	-25	-2	-3	33	-5	1.9	-11	102
CSc1cccc(CN2CCC(CO)(Cc3cccc(C(F)(F)F)c3)CC2)c1	-12	-24	-7	-1	-54	-8	8.2	0	105
O=C(NC1CC1)C1CCN(c2ccc(S(=O)(=O)N3CCOCC3)cc2)CC1	0	5	8	.	-14	-10	0.5	5	104
Cc1c(N=c2scc(-c3ccccc3)n2C)c(=O)n(-c2ccccc2)n1C	-20	5	-5	-3	-10	-3	-1.8	-2	98
Cc1cc(Cl)c2ccccc2n1	8	-5	6	-4	-4	0	-0.6	-3	104
O=C(NCc1ccccc1)C1(c2ccccc2)CCN(S(=O)(=O)c2ccccc2)CC1	-18	-7	2	-6	3	0	17	3	100
CCc1noc(C)c1C(=O)OCC(=O)c1ccc(NC(C)=O)cc1F	5	-4	1	-6	.	.	10	0	.
Cc1ccc(C(=O)NCC(=O)N2CCN(c3ncccn3)CC2)s1	3	-17	-1	-2	-5	-15	-1.5	3	101
CN(NS(=O)(=O)c1ccccc1)C(=O)c1ccccc1	4	-6	.	-3	.	.	1.1	2	.
CC(C(=O)NCc1ccccn1)c1ccc([N+](=O)[O-])cc1 (stereo unspecified)	0	5	4	-6	34	2	-1.0	5	101
CC(C(=O)NC(=O)NC1CCCCC1)N1CCN(c2ccccn2)CC1 (stereo unspecified)	-3	3	3	-2	-16	-1	0.6	-1	101
CCCCS(=O)(=O)N1CCCC(C(=O)Nc2ccc3c(c2)CCC3)C1 (stereo unspecified)	-3	6	-1	-2	8	-2	-2.0	4	101
Cc1ccc(NC(=O)Cn2nc(-c3ccco3)ccc2=O)cc1Cl	-5	-3	8	-3	28	-13	-0.7	-1	96
CC1=C(C(=O)OCC(C)C)C23C(=O)c4ccccc4C2(O1)OC(N)=C3C#N (stereo unspecified)	0	2	-5	1	-56	-15	-2.6	5	104
COc1ccccc1NC(=O)NCC(=O)Nc1ccc(F)c(F)c1	8	-5	-3	-2	-4	-3	-0.1	0	104
CCc1c(C)sc(NC(=S)N2CCN(CC)CC2)c1C(=O)OC	10	-27	0	-3	-1	-1	1.0	5	105
